PhoP inhibition: PhoP-dependent GFP reporter repression – Salmonella Typhimurium, primary screen (AID 1863). S. Typhimurium PhoP-regulated promoter GFP reporter, 4 h; higher % means a stronger effect. inhibition, % at 50 µM, or IC50 in µM where a hit was titrated. 300,000 compounds, 0.16% hits;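 active means inhibition over 29.93%, a cutoff 3 SD above the screen mean, later confirmed by dose response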;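 further: 0% = low Mg2+ inducing control and 100% = high Mg2+ repressing control; strong numbers were not always called active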
MT stabilize HCS: microtubule stabilization, imaging screen; HeLa tubulin immunostaining HCS, 24 h; share of cells brighter than vehicle mean+2SD; % tubulin-high responders, % at 10 µM; 200,000 compounds, 0.83% hits; AID 2205;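 active means plate Z-score above 3 for both tubulin-high and condensed-nucleus cell shares, with cell loss under 80%, at 10 µM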;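 further: anti alpha tubulin signal scored within the nucleus-defined area of each cell; some results filed as inactive read as strong as hits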
CSM14.1 death rescue: protection against thapsigargin-triggered cell killing – 384-well, CSM14.1, ATP luminescence, primary screen (AID 1222) | CSM14.1 thapsigargin-induced death rescue, ATP luminescence; higher % means a stronger effect | cellular ATP content (survival), % at 20 µM, or EC50 in µM where a hit was titrated | 190,000 tested, under 10 active;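 active means EC50 below 50 µM in the dose-response confirmation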;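 further: death triggered by thapsigargin at about 15 µM added after 2 h compound pretreatment; cell ATP read after overnight thapsigargin exposure of roughly 18 to 22 hours; normalized against plate controls of thapsigargin alone and 5% DMSO vehicle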
bCat nuc transl: alters nuclear translocation of beta-catenin in HeLa cells. immunofluorescence imaging. 190,000 compounds, 0.3% hits. nuclear translocation activity, % at 5 µM;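 active means nuclear translocation activity above 50% at 5 µM, with a well cell count of 50 or more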;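 further: per-cell ratio of nuclear to cytoplasmic median beta-catenin stain intensity; plate controls were DMSO negative control for no effect and GSK-3 inhibitor IX positive control for full effect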
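Signal – beta-catenin immunofluorescence imaging with DAPI · Test system – human HeLa cell line · Dosing – 5 µM primary single dose, 0.1% DMSO, 0.02–20 µM confirmation series · Measure – % activation, nuclear-to-cytoplasmic median beta-catenin signal ratio per cell · Incubation – 24 h compound exposure at 37°C, 5% CO2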
Autophagy HCS: alters autophagy in cells | MEF GFP-LC3 puncta imaging; test concentration mostly 10 µM | calls only at 10 µM (by protocol) | 190,000 compounds, 0.98% hits | AID 463193;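 active means percentage of spot-positive cells more than 3 SD above its plate mean, without a fluorescence outlier flag or 80% toxicity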;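 further: spot-positive cell cutoff set from DMSO-treated cells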
Insulin prom up: MIN6 insulin promoter up-regulation; MIN6 insulin promoter-GFP reporter, high-content imaging; stronger effect = higher value; 190,000 compounds, 0.3% hits; z-score at 5 µM;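 active means z-score above 3 at 5 µM with at least 500 cells counted in the well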
Lipid droplet: modulators of hepatic lipid droplet formation. inhibition, % at 6.5 µM. 240,000 compounds, 0.4% hits. AID 1656. AML12 mouse hepatocytes, oleate lipid droplets, BODIPY imaging;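 active means lipid droplet intensity inhibited by at least 50%, with more than 500 cells counted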
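Material – mouse AML12 hepatocyte cell line, fixed after treatment · Compound dosing – one dose, 6.5 µM compound · Times – compound with oleate, overnight · Measured by – Image-based BODIPY and DAPI two-channel analysis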
T cell modulator: modulates CD8 T cell binding to vesicles; 330,000 compounds, 0.068% hits; calls only at 7 µM; AID 2052; 2C CD8+ T cell-vesicle binding, flow cytometry; stronger effect = lower value;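 active means response, share of CD8 T cells binding vesicles, and their 90th percentile fluorescence all below set limits, cut at about 80% in these data, passing the limit was not always enough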
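Material: murine 2C transgenic CD8+ T lymphocytes / Also added: QL9-peptide-loaded Drosophila micro-vesicles bearing Ld, ICAM-1 and B7-1 / Schedule: binding step 1.5 h, 37 °C, antibody labelling 20 min, ice / Signal: flow cytometry, PE anti-B7-1 (FL2) versus Alexa647 anti-CD8 (FL8), PFA-fixed / Evaluation: percent CD8+ FL2 mean versus row control / Benchmarks: naked versus QL9-loaded vesicles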
Dynein transport: blocks dynein driven cargo transport along microtubules | z-score, hits read low | AID 1381 | 220,000 compounds, 0.47% hits | 3617.4 mouse cells, GR-EGFP nuclear translocation imaging; test concentration mostly 20 µM; stimulated with dexamethasone, 1 µM; stronger effect = lower value;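 active means plate z-score of nuclear minus cytoplasmic receptor signal below a set negative limit, without overly bright fluorescence or cell loss, cut at about -3.5 in these data, passing the limit was not always enough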;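 further: z-score of nuclear minus cytoplasmic ring GR-EGFP intensity difference per well; some compounds called inactive have numbers as strong as hits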
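Buffer or medium: tetracycline-free induction medium containing charcoal-stripped FBS / Reagent: dexamethasone agonist, 1.0 µM final, for 30 min / Technique: automated 10x imaging of fixed Hoechst-stained cells / Times: induction 48 h, compound 1 h, agonist 30 min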
Dynein transport cytoplasmic EGFP: also measured in Dynein transport; calls as there; z-score; measured here: cytoplasmic GR-EGFP intensity; stronger effect = higher value
Dynein transport nuclear GR-EGFP: recorded beside Dynein transport, whose call it bears; z-score; measured here: nuclear GR-EGFP intensity;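 lower value marks the stronger effect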
Dynein transport cell count: second read-out of Dynein transport, no call of its own (marks repeat the call); z-score; measured here: cell count per field
Insulin prom up cell count: also measured in Insulin prom up; calls as there; cell count; measured here: cytotoxicity, nuclei count;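 total cells summed across four imaged fields per well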
Lipid droplet cells 6.5 µM: second read-out of Lipid droplet, no call of its own (marks repeat the call); cell count; measured here: cell count, cytotoxicity flag;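 cells counted across two imaged fields per well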
bCat nuc transl cell count 5 µM: also measured in bCat nuc transl; calls as there; cell count; measured here: cell count, cytotoxicity flag
T cell modulator vesicle-bound %: recorded beside T cell modulator, whose call it bears; double positive events, %; measured here: CD8+ vesicle-bound cell fraction;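 binding gate set so that unloaded-vesicle control wells show 10% double positive cells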
MT stabilize HCS Hoechst-high %: recorded beside MT stabilize HCS, whose call it bears; % Hoechst-high responders; measured here: nuclear condensation Hoechst responders;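 share of cells brighter than vehicle mean plus two SD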
MT stabilize HCS cytotoxicity %: also measured in MT stabilize HCS; calls as there; toxicity, %; measured here: cytotoxicity by cell density;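 0% = mean cell density of plate MIN control wells and 100% = no cells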
Autophagy HCS cell loss 18 h: also measured in Autophagy HCS; calls as there; toxicity, %; measured here: cell loss, nuclei count;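 cell loss after 18 h compound exposure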
An asterisk follows results filed as active; i = inactive; x = not tested or not shown. No enrichment for hits; overall some 3% were active at least once.

SMILES	PhoP inhibition	MT stabilize HCS	MT stabilize HCS Hoechst-high %	MT stabilize HCS cytotoxicity %	CSM14.1 death rescue	bCat nuc transl	bCat nuc transl cell count 5 µM	Autophagy HCS	Autophagy HCS cell loss 18 h	Insulin prom up	Insulin prom up cell count	Lipid droplet	Lipid droplet cells 6.5 µM	T cell modulator	T cell modulator vesicle-bound %	Dynein transport	Dynein transport cytoplasmic EGFP	Dynein transport nuclear GR-EGFP	Dynein transport cell count
Cc1ccc(Nc2ccc(S(=O)(=O)N3CCOCC3)cc2[N+](=O)[O-])c(C)c1	-10%	4.8	2.6	4.5	-2.1%	1.5	1121	i	0	-1.8	1203	4	540	i	28	0.87	-0.26	0.18	-0.34
CS(=O)(=O)Nc1ccc(C(=O)NCc2ccc3c(c2)OCO3)cc1	-4%	4.0	2.0	0.0	-0.1%	-1.6	1057	i	3	0.72	1314	15	811	i	13	-0.4	0.037	-0.17	-0.13
Cc1cc(C)n(/N=C/c2c[nH]c3ccccc23)c(=O)c1C#N	3%	1.6	1.4	4.1	-1.0%	x	x	i	-6	-0.65	847	0	732	i	15	-0.34	0.01	0.14	0.49
COc1ccc(CNC(=O)COC(=O)CCc2c[nH]c3ccccc23)cc1	1%	3.6	2.5	9.7	-1.2%	-1.7	1169	i	-4	0.22	1210	1	707	i	17	-0.59	-0.27	-0.29	0.18
CC1=C(C(=O)c2ccccc2)C(c2ccc(O)cc2)NC(=S)N1 (stereo unspecified)	-7%	x	x	x	x	0.1	1402	x	x	0.6	1052	-7	751	i	27	-0.11	-0.075	-0.12	-0.23
O=c1[nH]c2ccccc2nc1C(Nc1ccccc1)c1ccccc1 (stereo unspecified)	-2%	x	x	x	x	-1.0	1193	x	x	0.14	1358	0	727	i	45	0.11	-0.26	-0.35	0.65
O=C(CN1CCNCC1)Nc1ccc(Oc2ccccc2)cc1	-3%	4.2	1.0	3.8	-1.9%	1.5	1313	i	-10	-1.1	1304	x	x	i	30	0.63	-0.23	-0.63	0.24
CC(=O)NNC(=O)c1sc(=S)n(C)c1C	-4%	x	x	x	x	0.5	1181	x	x	-0.18	982	3	696	i	53	0.28	-0.27	-0.27	0.17
Cc1ccc(-n2nc(C)cc2NC(=O)c2ccc(C)s2)cc1	-10%	1.4	1.1	3.9	-1.6%	x	x	i	-3	1.1	873	x	x	i	33	-1.3	0.37	-0.5	1.2
CC(=O)Nc1ccc(N2C(=O)C3C4CC(=O)C(c5ccccc54)C3C2=O)cc1 (stereo unspecified)	-6%	3.0	1.7	8.2	0.6%	2.2	1101	i	13	-5	545	16	694	i	17	-0.52	-0.13	-0.5	0.66
CC(C)(C)NCC(=O)c1c[nH]c2ccccc12	12%	2.6	1.4	2.6	-0.1%	x	x	i	0	x	x	x	x	i	43	-0.27	-0.29	0.2	-0.48
CCOc1ccc(N2CC(C(=O)Nc3ccc(S(=O)(=O)N4CCOCC4)cc3)CC2=O)cc1 (stereo unspecified)	-5%	2.7	3.2	7.4	-0.1%	-9.0	981	i	22	0.76	1507	x	x	i	42	-0.21	-0.24	-0.066	-0.17
COc1ccc2[nH]c(=O)c(CN(C(=O)c3ccncc3)C(C)C)cc2c1	-2%	2.6	2.5	23	-2.0%	-0.7	1045	i	-10	0.1	1705	3	664	i	34	0.021	-0.18	-0.019	0.66
COc1ccc(-c2cc(-c3ccccc3)c(C#N)c(=S)[nH]2)cc1	3%	1.3	1.3	7.3	2.7%	-0.2	1504	i	-25	-0.68	1288	1	668	i	10	-0.5	-0.26	-0.25	0.38
CN1CCN(C(=O)c2cnn3c(C(F)F)cc(C4CC4)nc23)CC1	-10%	3.9	2.0	6.0	-2.4%	-1.2	1139	i	-8	0.46	1823	1	714	i	21	-0.15	-0.16	0.24	-0.39
O=C(C1CCCN(S(=O)(=O)c2cccc3nsnc23)C1)N1CCc2ccccc21 (stereo unspecified)	-2%	3.1	2.7	9.2	-0.6%	-0.7	912	i	4	-1.3	1319	x	x	i	53	-1.1	-0.12	-0.59	0.71
CN1C(=O)CSc2ccc(NC(=O)N3CCC(N4CCCCC4)CC3)cc21	-2%	1.4	2.1	9.1	-1.1%	x	x	i	-2	0.47	929	15	774	i	14	-0.48	-0.2	-0.00091	0.2
Brc1ccc(C2=Nc3ccccc3C(c3ccncc3)=NN2)cc1	x	3.3	2.0	7.1	3.6%	-0.4	995	i	-4	0.02	1430	11	751	i	42	1	-0.14	1.3	-0.67
COc1ccc(S(=O)(=O)N(C)c2c(C)n(C)n(-c3ccccc3)c2=O)cc1OC	6%	2.2	2.3	9.1	-0.9%	-0.2	834	i	2	0.79	1281	x	x	i	52	-0.38	-0.22	-0.29	0.26
COc1ccccc1N1CCN(CC(=O)Nc2cccc(F)c2)CC1	0%	2.1	1.3	5.1	-1.1%	16	1338	i	-5	-0.21	1466	x	x	i	48	0.72	-0.18	0.46	-0.7
Cn1c2c(c(=O)n(C)c1=O)C(c1ccccc1Cl)CC(=O)N2 (stereo unspecified)	-23%	2.8	4.3	3.8	1.3%	-6.5	1153	i	14	0.12	1168	x	x	i	29	-0.57	-0.2	-0.062	-0.051
Cc1cc(C)n(CC(O)Cn2ccc3ccccc32)n1 (stereo unspecified)	-11%	1.2	1.4	7.8	-2.1%	-1.9	1157	i	-2	-0.22	899	-15	756	i	52	-0.057	-0.024	-0.12	0.034
CSc1cccc(NC(=S)N(Cc2ccccc2)Cc2ccccn2)c1	-1%	4.0	2.0	1.2	1.5%	x	x	i	-1	-0.54	1263	-140	738	i	24	0.33	-0.31	0.33	-0.1
Cc1ccc(N2C(=O)[C@@H]3C(c4cccnc4)=NO[C@@H]3C2=O)cc1	-17%	x	x	x	x	-2.1	1336	x	x	0.37	1106	2	690	i	15	-0.2	-0.29	-0.21	0.53
O=C(NCCN1CCc2ccccc2C1)C1CCN(S(=O)(=O)N2CCC3(CC2)OCCO3)CC1	5%	1.8	2.1	4.4	0.3%	-0.8	1315	i	-4	0.02	1623	x	x	i	21	-0.22	-0.21	-0.082	0.29
Cc1cccc(C)c1NC(=O)CCCSc1nc2ccccc2s1	-3%	2.6	3.7	8.1	-7.5%	3.1	587	i	4	0.05	1258	-5	613	i	47	-0.28	-0.31	-0.38	0.64
N#C/C(=C\c1cn(-c2ccccc2)nc1-c1cccnc1)c1nnc2n1CCCCC2	-12%	2.3	1.8	6.9	6.9%	x	x	i	-3	-0.89	911	-6	785	i	44	1.4	-0.07	0.39	-0.22
O=c1ccnc2n1COCS2	0%	x	x	x	x	0.9	1044	x	x	-0.07	1454	1	714	i	44	0.61	-0.18	0.28	-0.54
Cc1cc(C)cc(C(=O)NCC(=O)OCC(=O)Nc2ccc(C)cc2Br)c1	-4%	2.8	1.9	8.0	-1.2%	-1.2	1111	i	5	0.2	1261	2	718	i	23	-0.91	-0.32	-0.52	0.63
O=C(NCc1ccco1)/C(=C\c1cccs1)NC(=O)c1ccccc1	0%	1.8	1.8	4.2	x	-1.4	1057	i	-8	-0.2	1216	3	702	i	48	0.25	-0.27	0.06	0.38
O=C1/C(=C/c2ccc(O)cc2)SC(=S)N1CC1CCCO1 (stereo unspecified)	-12%	x	x	x	x	-0.4	1342	x	x	x	x	x	x	i	50	1.6	-0.17	0.54	-0.95
c1ccc2c(c1)CCN(c1ncnc3nc[nH]c13)C2	1%	2.6	2.0	0.8	x	4.0	1003	i	-2	-0.53	1375	2	647	i	39	-1.2	-0.22	-0.55	0.67
CCCNC(=O)CS(=O)Cc1nc(-c2ccc(OC)cc2)oc1C (stereo unspecified)	3%	4.2	4.2	12	-0.5%	x	x	i	5	-0.32	903	x	x	i	10	-1.1	-0.2	-0.48	0.51
COc1ccc(NC(=O)c2cccc(F)c2)cc1Cl	-3%	2.8	3.5	6.7	-1.1%	x	x	i	-1	0.1	782	0	734	i	4	-0.26	0.23	-0.047	0.62

Looked up by compound from the entries so far:
SMILES	PhoP inhibition	MT stabilize HCS	MT stabilize HCS Hoechst-high %	MT stabilize HCS cytotoxicity %	CSM14.1 death rescue	bCat nuc transl	bCat nuc transl cell count 5 µM	Autophagy HCS	Autophagy HCS cell loss 18 h	Insulin prom up	Insulin prom up cell count	Lipid droplet	Lipid droplet cells 6.5 µM	T cell modulator	T cell modulator vesicle-bound %	Dynein transport	Dynein transport cytoplasmic EGFP	Dynein transport nuclear GR-EGFP	Dynein transport cell count
COc1ccc(NC(=O)c2cccc(F)c2)cc1Cl	-3%	2.8	3.5	6.7	-1.1%	x	x	i	-1	0.1	782	0	734	i	4	-0.26	0.23	-0.047	0.62
O=C(NCc1ccco1)/C(=C\c1cccs1)NC(=O)c1ccccc1	0%	1.8	1.8	4.2	x	-1.4	1057	i	-8	-0.2	1216	3	702	i	48	0.25	-0.27	0.06	0.38

High-throughput results deposited in PubChem BioAssay by several laboratories.
